BRCA1 expr up: qHTS Assay to Identify Small Molecule Activators of BRCA1 Expression. MCF7-BRCA1-FFLuc reporter, luminescence, 48 h; response scale: scaled: vehicle 0%, 10 µM genistein 100%. Potency, µM (doses to about 46.1 µM), for the others: at the top dose activation, hits mostly activators. actives 1.1% (n = 380,000). AID 624202, 2012; active = well fitted activation curve with a large enough effect; inconclusive = small, poorly fitted or top-dose-only effect; inactive = no such curve, though single readings can be large or run the other way; also: nearly all actives have a fitted effect of over 80% in size; some results filed as inactive show a strong effect at the top dose
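Quantitative HTS in MCF7 cells stably reporting BRCA1 expression via firefly luciferase. Compound treatment lasts 48 h at 37 °C in phenol-red free MEM. Activation is expressed relative to genistein at 10 microM and DMSO.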
The depositor's hits bear a star; u = inconclusive. Potency is read from the fitted curve at half-maximal effect. The list is partial; the hit share may differ from the screen's.

SMILES	BRCA1 expr up
COc1cc2nc(SCC(=O)Nc3ccccc3F)n3nc(-c4ccccc4)nc3c2cc1OC	0%
CCCCCc1c(Cc2ccccc2)ncn1CCc1ccccc1OC	-56%
Cc1nnsc1C(=O)N1CCCC1(C)C(=O)O (stereo not given)	9%
Cn1cc(S(=O)(=O)N2CCOCC2)cc1C(=O)Nc1cccc(C#N)c1	-5%
Cc1ccc(-n2c(-c3ccccc3)nsc2=NC#N)cc1	-54%
CCCCN(C)C(=O)c1sc(=O)n(Cc2ccc(Cl)c(Cl)c2)c1C	-7%
Cc1c2cnn(-c3ccccc3)c(=O)c2c(C)n1C(C)C(=O)Nc1ccccc1C(F)(F)F (stereo not given)	-15%
C=C(C)Cn1c2ccc(NC(=O)CCc3cccc(Cl)c3)cc2c(=O)n1C	-4%
CCOc1ccc(CCN2C(=O)C(=O)N([C@@H](Cc3ccccc3)CN3CCC[C@H]3CN3C(=O)C(=O)NC[C@@H]3Cc3ccccc3)C[C@@H]2CC(C)C)cc1	-50%
S=c1nc[nH]c2n[nH]nc12	0%
CC(C)C[C@H]1COc2cc(N3CCC[C@@H]3CO)ccc2S(=O)(=O)N1	4%
CC(=O)NC(C)(c1ccccc1)c1nc(-c2ccncc2)cs1 (stereo not given)	-5%
COc1cccc(CNc2nc(NCc3ccccc3OC)nc3ccsc23)c1	-57%
COC(=O)c1ccc(OCC2c3cc(OC)c(OC)cc3CCN2C(=O)c2ccccc2C)cc1 (stereo not given)	-34%
CC(=O)C[n+]1cccc(Br)c1	-22%
CC(C)NC(=O)c1cc(C2CCCCN2C(=O)c2ccc(C#N)cc2)on1 (stereo not given)	14%
COC(=O)[C@]12CCCCC=C1N(Cc1ccc(Cl)cc1Cl)C(=O)[C@H](CC(=O)NCc1cccc3ccccc13)C2	-31%
CCc1ccc(CNC(=O)c2cc3c(=O)n(CC)c4ccccc4c3s2)cc1	-27%
CCCN(CCC)c1ccc(/C=C/c2sc3ccccc3[n+]2CCCCI)cc1	-28%
CCCCNC(=O)c1nc(C2CCN(S(=O)(=O)c3csc(C(=O)O)c3)CC2)oc1-c1ccccc1	7%

Structures listed so far containing a halogen (7):
SMILES	BRCA1 expr up
COc1cc2nc(SCC(=O)Nc3ccccc3F)n3nc(-c4ccccc4)nc3c2cc1OC	0%
CCCCN(C)C(=O)c1sc(=O)n(Cc2ccc(Cl)c(Cl)c2)c1C	-7%
Cc1c2cnn(-c3ccccc3)c(=O)c2c(C)n1C(C)C(=O)Nc1ccccc1C(F)(F)F (stereo not given)	-15%
C=C(C)Cn1c2ccc(NC(=O)CCc3cccc(Cl)c3)cc2c(=O)n1C	-4%
CC(=O)C[n+]1cccc(Br)c1	-22%
COC(=O)[C@]12CCCCC=C1N(Cc1ccc(Cl)cc1Cl)C(=O)[C@H](CC(=O)NCc1cccc3ccccc13)C2	-31%
CCCN(CCC)c1ccc(/C=C/c2sc3ccccc3[n+]2CCCCI)cc1	-28%

New compounds follow.
SMILES	BRCA1 expr up
CC1(Cc2ccc(Cl)c(Cl)c2)C(=O)Nc2ccc(S(=O)(=O)NC3CCCCC3)cc21 (stereo not given)	-46%
CN1CCC(C)(C(=O)Nc2cccc(Oc3ccccc3)c2)C1 (stereo not given)	8%
CCOC(=O)c1c(C)[nH]c(C)c1S(=O)(=O)N1CCCC(C(=O)Nc2ccc(C)cn2)C1 (stereo not given)	13%
O=C(Nc1ccccc1Cl)c1cc(C2CCCCN2C(=O)CCCc2ccccc2)on1 (stereo not given)	-8%
CCOC(=O)C1=C(CS(=O)(=O)c2ccc(C(C)(C)C)cc2)NC(=O)NC1c1cccc(OC)c1 (stereo not given)	-64%
C[N+](C)(C)CCN1CCc2ccccc21	-1%
COc1ccc(-c2cc(C(F)(F)F)nc(SCC(=O)N3CCCCC3)n2)cc1	-40%
CC(C)Oc1ccc(CN2CCC2(C)C(=O)Nc2cccc(Oc3ccccc3)c2)cc1 (stereo not given)	-9%
CC(C)(C)C1CCN2CCC[C@](c3ccccc3)(C1)C2OCCCO (stereo not given in full)	-11%
COc1cccc(C(=O)NCCc2sc(-c3cccc(C)c3)nc2C)c1	1%
CCOc1ccc(NC(=O)Cn2c(=O)n(CCCCC(=O)NCc3ccc4c(c3)OCO4)c(=O)c3ccccc32)cc1	-39%
Cc1cccc(N2CCN(C(=O)c3cc4c(=O)[nH]c5ccc(C)cc5c4s3)CC2C)c1 (stereo not given)	0%
CC1(C(=O)Nc2ccc3c(c2)OCO3)Cc2c(-c3cccc(C(F)(F)F)c3)ccnc2O1 (stereo not given)	0%
CCCCN(C=O)c1c(CC)nc2c(OCCC)cccn12	-3%
CN(C)CCNC(=O)c1ccc2nc([C@@H]3O[C@H](CO)[C@H](O)[C@H](O)[C@H]3O)[nH]c2c1	9%
COc1ccc(/C=C/CN2CCC(C(=O)NC(c3ccc(F)cc3)c3ccc4ccccc4n3)CC2)cc1 (stereo not given)	-73%
COc1ccccc1OC(C)C(=O)Nc1ccc(-c2nc3ccccc3s2)cc1 (stereo not given)	80%
CC(C)(C)c1ccc(CC(=O)N2CCC2(C)C(=O)Nc2cccc3c2CCCC3)cc1 (stereo not given)	-14%
Cc1ccc(CNC(=O)c2cc3sccc3n2Cc2ccc(F)cc2)cc1	13%
c1ccc2c3c([nH]c2c1)CCCC3	2%
Cc1ccc(C)c(NC(=O)CN2C(=O)C3(SCC(=O)N3c3ccc(C)c(C)c3)c3ccccc32)c1 (stereo not given)	1%
CN(Cc1ccccc1)Cc1c(O)ccc2c(=O)c(-c3ccccc3)c(C(F)(F)F)oc12	2%
Cc1cc(F)ccc1C(O)c1ncc(-c2ccccc2C(F)(F)F)[nH]1 (stereo not given)	11%
COc1cccc(C2CC(=O)Nc3cc4c(cc32)OCO4)c1OC(C)C (stereo not given)	-30%
CC1(C(=O)NS(=O)(=O)C2CC2)CCCN(C(=O)c2cccc(Cl)c2)C1 (stereo not given)	10%
O=S1(=O)CC(N2CCN(CC3CC3)CC2)CN1Cc1ccccc1 (stereo not given)	-7%
Cc1ccc2sc(N3CCN(C(=O)C4COc5ccccc5O4)CC3)nc2c1C (stereo not given)	2%
Oc1cccc(-c2ccc3nccn3c2)c1	-25%
COc1ccc(OC)c(CCNC(=O)c2c(C)oc3ncn(C)c(=O)c23)c1	0%
COc1ccc(-c2noc(-c3ccc(NCc4ccc(C)cc4)c([N+](=O)[O-])c3)n2)cc1OC	12%
Cc1cc(SCC(=O)NCc2ccc(Cl)cc2)nc(=O)[nH]1	9%
CC1(C(=O)NS(=O)(=O)c2ccc(F)cc2F)CCN1C(=O)CC1CCCCC1 (stereo not given)	0%
CCc1nc2c(OCC3CCCCC3)cccn2c1N(C)C(=O)c1ccc(OC)cc1	0%
COC(=O)[C@@]1(Cc2ccc(F)cc2)[C@H]2c3cc(C(=O)N4CCCC4)n(Cc4cc(F)cc5c4OCOC5)c3C[C@H]2CN1C(=O)c1ccccc1	-50%
COCCNC(=O)C1CCCN(C(=O)c2ccc3ccccc3n2)CC1 (stereo not given)	9%
CC(=O)c1sc(Nc2ccc(Oc3ccccc3)cc2)nc1C	u
O=C1c2ccccc2-c2cc([N+](=O)[O-])c([N+](=O)[O-])cc21	-26%
N#CC(=Cc1ccc(O)c(O)c1)C(=O)NCc1ccccc1	-4%
CC(C(=O)O)(C1CCCCC1)C1(O)CCCCC1 (stereo not given)	12%
CCOC(=O)C1=CCC(c2ccccc2)N(S(=O)(=O)c2ccccc2C)C1 (stereo not given)	16%
NC(=O)c1ccc(Nc2nc(C(N)c3ccccc3Cl)cs2)cc1 (stereo not given)	-25%
COc1ccc(CNC(=O)C2Cc3c(-c4ccccc4)ccnc3O2)cc1OC (stereo not given)	11%
O=C(Nc1cccc(C(F)(F)F)c1)Nc1nnc([C@H]2C[C@H](O)[C@@H](CO)O2)s1	1%
COc1ccc(CCCNC(=O)C2(C)Cc3c(-c4cccc(C(N)=O)c4)ccnc3O2)cc1 (stereo not given)	-37%
CC1(C(=O)NS(=O)(=O)c2ccc(C#N)cc2)CCN1C(=O)C1CCCCC1 (stereo not given)	-10%
Cc1ccc(NC(=O)Cn2c(=O)nc(-c3ccccc3F)c3cc(Cl)ccc32)c(Br)c1	-10%
Cc1ccc(CNC(=O)C2(C)CCN2C(=O)Cc2ccc(C(C)(C)C)cc2)cc1 (stereo not given)	0%
Nc1cccc(-c2cccc3nncn23)c1	21%
Cc1ccc(NC(=O)c2cc(S(=O)(=O)N3CCC(C)CC3)cn2C)cc1Cl	14%
CC1(C(=O)NS(=O)(=O)C2CC2)CCCN(C(=O)c2cccc(OC(F)(F)F)c2)C1 (stereo not given)	0%
CC1(C(=O)NS(=O)(=O)c2ccccc2Cl)CCN1C(=O)C1(c2ccc(Cl)cc2)CCC1 (stereo not given)	21%
CCc1nc2ccc(C(=O)NCC3CCCCC3)cn2c1N(CCC(C)C)CCN(C)C	-65%
O=C(CN1C(=O)C2(SCC(=O)N2c2ccc(F)c(F)c2)c2ccccc21)Nc1ccccc1F (stereo not given)	-31%
CCOC(=O)Cn1c(=O)n(CC2CCCO2)c2nc(-c3cccc(C)c3)nc(C(N)=O)c21 (stereo not given)	17%
COc1ccc(CCNC(=O)C2CCCN(S(=O)(=O)c3ccc4c(c3)oc(=O)n4C)C2)cc1OC (stereo not given)	7%
CN(C)/C=C1\C=Cc2ccccc21	-35%
Cc1cc(NS(=O)(=O)c2ccc3nc(-c4ccccc4)[nH]c3c2)ccc1Br	-59%
Cc1ccc2ccc3cc(C(=O)Nc4ccc(C)c(F)c4)nc3c2[nH]1	0%
CCOC1=C2CN(S(=O)(=O)c3ccc(C)cc3)[C@H](c3ccccc3)C[C@@H]2N(S(=O)(=O)c2ccc(Br)cc2)[C@H](c2ccccc2)C1	9%
COc1ccccc1NC(=O)Cn1cnc2ccc(S(=O)(=O)N3CCC(C)CC3)cc2c1=O	-4%

Looked up by structure from the entries so far:
SMILES	BRCA1 expr up
Cc1ccc(NC(=O)c2cc(S(=O)(=O)N3CCC(C)CC3)cn2C)cc1Cl	14%
Cc1ccc(NC(=O)Cn2c(=O)nc(-c3ccccc3F)c3cc(Cl)ccc32)c(Br)c1	-10%
CC1(C(=O)NS(=O)(=O)c2ccccc2Cl)CCN1C(=O)C1(c2ccc(Cl)cc2)CCC1 (stereo not given)	21%
COc1ccccc1NC(=O)Cn1cnc2ccc(S(=O)(=O)N3CCC(C)CC3)cc2c1=O	-4%
CC1(C(=O)NS(=O)(=O)c2ccc(C#N)cc2)CCN1C(=O)C1CCCCC1 (stereo not given)	-10%
CCOC(=O)Cn1c(=O)n(CC2CCCO2)c2nc(-c3cccc(C)c3)nc(C(N)=O)c21 (stereo not given)	17%
COc1ccc(CCCNC(=O)C2(C)Cc3c(-c4cccc(C(N)=O)c4)ccnc3O2)cc1 (stereo not given)	-37%

Further records
SMILES	BRCA1 expr up
Nc1nc2c(ncn2[C@@H]2O[C@H](CNCc3ccc4ncccc4c3)[C@@H](O)[C@H]2O)c(=O)[nH]1	7%
CCCCc1ccc(NC(=O)c2ccc3c(c2)CCN3S(=O)(=O)CC)cc1	0%
CC(C)CCNC(=O)N1CCN(S(=O)(=O)c2ccc3c(ccn3C)c2)CC1	4%
COc1ccc(-c2nc(C)c(CCNC(=O)c3cccc(C)c3)s2)cc1OC	75%
COc1ccc(OC)c(-c2noc(N3CCN(c4cc(Cl)ccc4C)CC3)n2)c1	-19%
O=C1NC[C@H](CCCCN2C[C@H](Cc3ccccc3)N(CCC3CCCCC3)C(=O)C2=O)N(Cc2ccccc2)C1=O	15%
CN1CCN(c2ncnc3c2ncn3[C@H]2CN(Cc3ccc(Cl)cc3)C[C@@H](CO)O2)CC1	10%
COc1ccccc1C(=O)Nc1nnc([C@H]2C[C@H](O)[C@@H](CO)O2)s1	25%
O=c1cc(CN2CCN(c3ccccc3F)CC2)c2ccccc2o1	3%
COc1ccc(-c2cc3c(o2)CCCC3OCCN2CCOCC2)cc1 (stereo not given)	39%
Nc1c(C(=O)Nc2ccc(C(F)(F)F)cc2)sc2nc(-c3cccs3)ccc12	36%
CC(=O)N(c1ccc(Cl)cc1)C1SC(=O)N(c2ccc(C)cc2)C1=O (stereo not given)	24%
CCOC(=O)c1cc(S(=O)(=O)Nc2cc(F)ccc2C)[nH]n1	5%
CN(Cc1ccccc1)c1ccc(-c2nc(-c3cccnc3)no2)cc1[N+](=O)[O-]	-25%
CCCS(=O)(=O)NC(=O)C1(C)CCN(C(=O)c2ccc(C#N)cc2)C1 (stereo not given)	11%
Cc1nc(-c2ccc(C)c(N3CCN(C(=O)Nc4cccc(Cl)c4C)CC3)c2)no1	-7%
Cc1ccc(NC(=O)NCCc2c(C)nn(C)c2C)cc1Cl	u
CCCCNC(=O)C[C@@H]1C[C@@]2(C(=O)OCC)CCC=C2N(Cc2cccc3ccccc23)C1=O	-7%
Cn1nnc2c(N3CCCCC3)ncnc21	0%
COCCCNC(=O)c1ccc(NC(=O)N2CCCCc3ccccc32)cc1	6%
Cc1cccc(C)c1NC(=O)C(c1ccccc1)N1CCN(c2ccc(F)cc2)CC1 (stereo not given)	2%
COc1ccc(N2CCN(S(=O)(=O)c3ccc(CC(C)C)cc3)CC2)cc1	-10%
O=C([C@H]1O[C@@H](n2ccc(=O)[nH]c2=O)[C@H](O)[C@@H]1O)N(CCC1=CCCCC1)CC1CC1	14%
OC[C@@H]1CN(Cc2ccncc2)C[C@H](n2cnc3c(NC4CCCC4)ncnc32)O1	9%
CCOc1ccc(NC(=O)Cn2cc(C(=O)c3ccc(CC)cc3)c(=O)c3cc(OC)c(OC)cc32)cc1	0%
